# Screening data from PubChem BioAssay.
# MC4R antag cAMP = antagonists of human melanocortin 4 receptor (MC4R) | P32245 | MC4R-expressing cells, MTII-stimulated cAMP, LANCE TR-FRET | inhibition, % at 6.5 µM | actives 0.48% (n = 360,000) | AID 540295;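 active = inhibition above its plate's cutoff, the mean of tested wells on that plate plus 3 SD, cut at about 29% in these data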;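 also: 0% = Melanotan II alone and 100% = Melanotan II plus saturating MCL0020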
# Target sequence (P32245 whole entry, looked up): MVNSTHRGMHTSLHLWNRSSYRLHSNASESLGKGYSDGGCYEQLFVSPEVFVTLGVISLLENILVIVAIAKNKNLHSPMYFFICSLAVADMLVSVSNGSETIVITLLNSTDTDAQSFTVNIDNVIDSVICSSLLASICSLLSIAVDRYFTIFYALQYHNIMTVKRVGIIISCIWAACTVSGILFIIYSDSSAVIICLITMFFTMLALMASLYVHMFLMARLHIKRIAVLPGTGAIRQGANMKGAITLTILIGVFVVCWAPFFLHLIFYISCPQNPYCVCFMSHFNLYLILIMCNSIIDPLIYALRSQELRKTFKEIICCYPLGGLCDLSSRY
#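 Assay system: U2OS-MC4R stable cell line; Also added: Melanotan II; Technique: Eu-cAMP/anti-cAMP TR-FRET, emission 671 nm; Times: 30-min compound, 1-h challenge, 1-h detection, room temperature.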
# MC4R barr agon = agonists of human melanocortin 4 receptor (MC4R) beta-arrestin; P32245; activation, % at 8.9 µM; U2OS MC4R beta-arrestin complementation, luminescence; percent of melanotan II response, DMSO zero; actives 0.98% (n = 360,000);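 active = activation above a per-plate cutoff, the mean activation of sample wells on that plate plus 3 SD, cut at about 8% in these data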
# ABCB6 inh MLPCN = blocks the human ABCB6 transporter. actives 0.19% (n = 360,000). K562-ABCB6 porphyrin accumulation, flow cytometry, 1 h; hits give low values. fluorescence ratio to DMSO, % at 10 µM;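 active = fluorescence ratio to DMSO below 75%, the collection mean minus 3 SD; inconclusive = too few cells collected in the well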;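 also: signal is porphyrin accumulated inside mitochondria; 100% equals median channel fluorescence of DMSO control wells; lower ratio means ABCB6 inhibition with less porphyrin fluorescence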
# HTR2A ag = mouse HTR2A agonism via beta-arrestin recruitment. P35363. CHO-K1 mHTR2A beta-arrestin complementation, luminescence; percent of 30 µM serotonin response. activation, % at 7.6 µM. actives 0.66% (n = 360,000). AID 624169;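 active = activation above a run cutoff, the mean activation of all tested compounds plus 3 SD, cut at about 14% in these data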;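 also: 0% = plate median of compound wells and 100% = 30 µM serotonin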
# Target sequence (P35363 whole entry, looked up): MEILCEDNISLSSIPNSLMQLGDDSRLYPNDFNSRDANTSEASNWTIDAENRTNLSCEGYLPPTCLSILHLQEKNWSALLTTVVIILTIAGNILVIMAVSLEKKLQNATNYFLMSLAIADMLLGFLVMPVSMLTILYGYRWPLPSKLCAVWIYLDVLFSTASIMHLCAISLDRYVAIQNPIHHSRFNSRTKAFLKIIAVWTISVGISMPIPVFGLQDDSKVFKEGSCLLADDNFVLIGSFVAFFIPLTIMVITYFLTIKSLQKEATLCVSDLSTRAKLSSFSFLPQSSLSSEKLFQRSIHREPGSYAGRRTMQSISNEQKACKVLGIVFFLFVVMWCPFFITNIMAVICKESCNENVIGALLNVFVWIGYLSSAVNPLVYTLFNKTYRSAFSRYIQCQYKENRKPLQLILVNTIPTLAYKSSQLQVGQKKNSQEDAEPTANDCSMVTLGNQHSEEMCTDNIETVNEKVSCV
# hiPSC survival = hiPSC single-cell survival enhancement. ATPlite luminescence; 100% = ROCK inhibitor wells, 0% = DMSO. survival enhancement, % at 20 µM. actives 0.044% (n = 360,000). AID 602274; in the data active = survival enhancement above about 18%;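 also: cells exposed to compounds for 16 hours before the ATP read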
# aDG glyco act = increases alpha dystroglycan glycosylation. Pro5-aDG cells, alpha-DG glycosylation AlphaScreen (IIH6); 0% Pro5, 100% B10-LARGE cell signal. actives 0.22% (n = 360,000). activation, % at 10 µM;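 active = activation of at least 8% versus controls, or a plate z-score of at least 8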;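 also: Pro5 are CHO cells carrying HIG-tagged alpha-DG that lacks glycosylation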
# Glyco luc inh = N-linked glycosylation inhibition; D54 ERlucT glycosylation luciferase reporter, 24 h; percent of 100 nM tunicamycin response; reporter increase, % at 12.5 µM; actives 0.23% (n = 360,000); AID 588692;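 active = mean luciferase reporter signal, scaled so untreated is 0 and the glycosylation-blocking control 100, at or above a set limit in every replicate; inconclusive = mean reaches the limit but not every replicate does; inactive = mean below the limit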;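 also: luciferase carries N-glycosylation sites so blocking glycosylation raises the light; 0% = median of neutral control wells and 100% = median of 100 nM tunicamycin wells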
# Cardio protect = modulators protecting cardiomyocytes from myocardial damage | AID 588492 | actives 0.63% (n = 360,000) | protection from H2O2 cell death, % at 20 µM | H9c2 cardiomyocytes, H2O2 injury protection, ATPLite, 2 h;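 active = compounds giving at least 50% protection of heart cells from peroxide-induced death in the single-dose screen, raw or plate-pattern-corrected value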;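 also: 0% = DMSO wells with peroxide and 100% = DMSO wells without peroxide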
# Granule exo inh = blocks lytic granule exocytosis | actives 0.66% (n = 360,000) | TALL-104 LAMP-1 surface exposure, flow cytometry; cells stimulated with thapsigargin and PMA | inhibition, % at 10 µM;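 active = inhibition above about 55%, limit read from the data; inconclusive = no clear call, values can overlap the other calls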
# ABHD5 PLIN5 PPI = ABHD5-PLIN5 protein interaction inhibition; Q00G26+Q8WTS1; Split G. princeps luciferase complementation, luminescence, 4 h; inhibition, % at 4 µM; actives 0.78% (n = 360,000); AID 602281;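 active = inhibition above the mean inhibition across every tested compound plus 3 SD, cut at about 22% in these data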;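 also: 0% = DMSO only wells and the 100% control is not disclosed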
# * = called active by the depositor; ? = inconclusive; · = not tested or not shown. Rows were taken by chance. About 4.5% of those tested had a hit in this group.
# Start of the listing, in advance (eleven entries):
SMILES,MC4R antag cAMP,MC4R barr agon,ABCB6 inh MLPCN,HTR2A ag,hiPSC survival,aDG glyco act,Glyco luc inh,Cardio protect,Granule exo inh,ABHD5 PLIN5 PPI
Cn1c(=O)n(CCc2ccccc2)c(=O)c2c1ncn2Cc1ccccc1,2,-0.3,81,-7,4.9,0.4,-6,2,4,2
Cc1ccccc1C(OCCN(C(C)C)C(C)C)c1ccccc1 (stereo unspecified),12,0.5,91,-2,-1.6,-0.1,-1,-1,1,13
COc1cccc(CC2(CO)CCCN(Cc3ccc(CO)o3)C2)c1 (stereo unspecified),9,-3.7,98,-1,0.2,0.0,3,-1,-4,0
COc1cn(-c2ccccc2)nc1C(=O)Nc1ccc(C)cc1,18,-0.2,99,-9,1.3,-0.1,-2,-9,29,4
CN1CCN(C(=O)C2=C[C@H](c3csc4ccccc34)C[C@H](OCCCCO)O2)CC1,6,0.9,102,-6,7.9,0.1,-1,7,1,12
CCN(CC)C(=O)c1ccc(Cc2cn(C)c3ccccc23)nc1,7,1.4,97,2,-2.3,1.1,1,8,-1,-6
Cc1nn(C)c(C)c1CNC(=O)Nc1ccc2c(c1)OCO2,11,1.2,95,3,-0.3,-0.2,-1,-1,0,4
CC1CCN(CCNC(=O)C2CCN(S(=O)(=O)c3cccc4nsnc34)CC2)CC1,-4,-0.4,93,-6,-0.3,-0.1,-1,2,-5,2
CCN(CC)C(=O)c1ccc(-c2nnc(Nc3cccc(O)c3)c3ccccc23)cc1,10,-1.8,89,3,0.3,0.1,-5,40,12,2
CN(C(=O)c1ccc(NC(=O)Cc2cccc([N+](=O)[O-])c2)cc1)C1CC1,0,0.5,100,0,-0.2,-0.2,-2,-2,-4,-7
COCCNC(=O)c1c[nH]c2ccc(S(=O)(=O)N3CCOCC3)cc2c1=O,-3,-2.3,103,7,0.2,-0.1,0,0,-4,-7

# This part in full (from the top)
SMILES,MC4R antag cAMP,MC4R barr agon,ABCB6 inh MLPCN,HTR2A ag,hiPSC survival,aDG glyco act,Glyco luc inh,Cardio protect,Granule exo inh,ABHD5 PLIN5 PPI
Cn1c(=O)n(CCc2ccccc2)c(=O)c2c1ncn2Cc1ccccc1,2,-0.3,81,-7,4.9,0.4,-6,2,4,2
Cc1ccccc1C(OCCN(C(C)C)C(C)C)c1ccccc1 (stereo unspecified),12,0.5,91,-2,-1.6,-0.1,-1,-1,1,13
COc1cccc(CC2(CO)CCCN(Cc3ccc(CO)o3)C2)c1 (stereo unspecified),9,-3.7,98,-1,0.2,0.0,3,-1,-4,0
COc1cn(-c2ccccc2)nc1C(=O)Nc1ccc(C)cc1,18,-0.2,99,-9,1.3,-0.1,-2,-9,29,4
CN1CCN(C(=O)C2=C[C@H](c3csc4ccccc34)C[C@H](OCCCCO)O2)CC1,6,0.9,102,-6,7.9,0.1,-1,7,1,12
CCN(CC)C(=O)c1ccc(Cc2cn(C)c3ccccc23)nc1,7,1.4,97,2,-2.3,1.1,1,8,-1,-6
Cc1nn(C)c(C)c1CNC(=O)Nc1ccc2c(c1)OCO2,11,1.2,95,3,-0.3,-0.2,-1,-1,0,4
CC1CCN(CCNC(=O)C2CCN(S(=O)(=O)c3cccc4nsnc34)CC2)CC1,-4,-0.4,93,-6,-0.3,-0.1,-1,2,-5,2
CCN(CC)C(=O)c1ccc(-c2nnc(Nc3cccc(O)c3)c3ccccc23)cc1,10,-1.8,89,3,0.3,0.1,-5,40,12,2
CN(C(=O)c1ccc(NC(=O)Cc2cccc([N+](=O)[O-])c2)cc1)C1CC1,0,0.5,100,0,-0.2,-0.2,-2,-2,-4,-7
COCCNC(=O)c1c[nH]c2ccc(S(=O)(=O)N3CCOCC3)cc2c1=O,-3,-2.3,103,7,0.2,-0.1,0,0,-4,-7
CC1CCN(C(=O)C2CCCN(S(=O)(=O)c3cccc4nsnc34)C2)CC1 (stereo unspecified),14,-1.5,105,0,1.0,0.3,2,3,-5,-5
O=C(NCCOc1nc(N2CCCCC2)nc(N2CCCCC2)n1)Nc1ccccc1,22,0.9,97,1,0.5,0.4,1,0,-6,-2
COC(=O)[C@H](CC(C)C)N(Cc1ccccc1)S(=O)(=O)N(Cc1ccc(OC)cc1)[C@@H](CC(C)C)C(=O)OC,1,-0.9,98,-4,1.2,1.0,-9,-9,0,-2
CCCc1cc(=O)c2c(O)ccc(OC)c2o1,-3,-1.6,96,-1,-0.4,-0.1,-1,1,21,-6
Cc1nc([N+](=O)[O-])c(Br)n1Cc1ccc(Cl)c(Cl)c1,20,-2.7,94,-4,-0.6,-0.3,?,-9,-3,24*
Clc1ccc(Nc2nc(C3CC3)cs2)cc1,5,-0.1,109,-4,-2.6,-0.2,-3,-24,6,0
CC1(C(=O)NS(=O)(=O)C2CC2)CCCN(C(=O)c2ccc(F)cc2Cl)C1 (stereo unspecified),12,2.5,101,-3,4.6,-0.1,2,1,1,-3
Cc1ccc(-n2nnnc2-c2cccnc2)cc1,7,0.7,98,4,-0.7,-0.1,0,4,-5,3
COc1ccc(NC(=O)c2cccc(N3C(=O)C4C5CCC(C5)C4C3=O)c2)cc1 (stereo unspecified),3,-4.4,98,-3,0.7,0.2,-2,0,12,4
CCc1nc(SCC(=O)NCc2ccco2)c2c3c(sc2n1)CCCC3,-55,6.0,94,1,-1.7,0.1,-1,-5,2,-7
O=C(O)CNC(=O)c1ccc2c(c1)OCCO2,16,2.3,96,7,0.3,0.0,2,5,6,-5
COc1ccc(S(=O)(=O)N2CCC(C(=O)NCc3cccc(OC)c3)CC2)cc1,18,-1.1,92,-1,-3.2,-0.2,-1,-15,-1,-2
Cc1ccccc1-c1cccc([C@@H]2C[C@H]3[C@H](CON3C)CN2C(=O)CCc2ccccc2)c1,3,-0.5,99,-4,-0.3,-0.3,-2,26,-11,9
COc1ccc(C2CC2/C(C)=N/OC(=O)c2ccc(F)cc2)cc1 (stereo unspecified),19,5.1,101,-4,-0.1,0.0,0,-11,-2,-6

# Two entries from above, reformatted:
mol	MC4R antag cAMP	MC4R barr agon	ABCB6 inh MLPCN	HTR2A ag	hiPSC survival	aDG glyco act	Glyco luc inh	Cardio protect	Granule exo inh	ABHD5 PLIN5 PPI
Clc1ccc(Nc2nc(C3CC3)cs2)cc1	5	-0.1	109	-4	-2.6	-0.2	-3	-24	6	0
CC1(C(=O)NS(=O)(=O)C2CC2)CCCN(C(=O)c2ccc(F)cc2Cl)C1 (stereo unspecified)	12	2.5	101	-3	4.6	-0.1	2	1	1	-3

# Other entries follow.
SMILES,MC4R antag cAMP,MC4R barr agon,ABCB6 inh MLPCN,HTR2A ag,hiPSC survival,aDG glyco act,Glyco luc inh,Cardio protect,Granule exo inh,ABHD5 PLIN5 PPI
NNC(=S)Nc1ccc(S(=O)(=O)N2CCOCC2)cc1,14,-3.1,97,-1,-0.6,-0.1,2,3,-2,-9
COc1ccc(CNC(=O)C[C@H]2C(=O)N(Cc3ccccc3)C[C@@H]2Cc2ccccc2)cc1,0,-2.1,84,-7,0.5,0.1,-2,-4,5,4
CC(C)CNC(=O)CN(C)S(=O)(=O)c1ccc(F)cc1,2,1.2,99,3,-0.3,0.0,1,10,-1,1
O=c1[nH]c(Nc2ccc3c(c2)OCCO3)nnc1Cc1ccc(Cl)cc1,2,-0.7,94,7,0.1,-0.3,0,-4,-1,-8
O=Cc1ccc(OCC(=O)NCC2CCCO2)cc1 (stereo unspecified),8,-0.6,104,-2,0.8,-0.2,1,4,12,-2
COc1cc(C(=O)Nc2ccc(C)cc2C(NCC(=O)NN)c2ccccc2)cc(OC)c1OC (stereo unspecified),6,-1.7,99,-7,0.6,-0.1,12,3,9,-2
O=C(NCc1cccc(Br)c1)C1CC(c2ccccc2[N+](=O)[O-])=NO1 (stereo unspecified),3,-3.3,101,3,-2.3,0.2,2,-4,33,-4
CCn1c(SCC(=O)NCc2ccccc2)nc2nc3c(cc2c1=O)CCCC3,11,-4.4,93,1,1.7,-0.1,2,6,0,0
CC(C)(C)c1cc(NC(=O)c2ccco2)n(-c2ccccc2)n1,5,-1.7,98,2,-1.6,-0.2,-1,-1,2,-1
Cc1cc(C)n2nc(CNS(=O)(=O)c3ccc([N+](=O)[O-])cc3)nc2n1,5,-0.8,103,7,-0.4,-0.1,3,8,-12,4
COc1cc([N+](=O)[O-])cc(/C=N/NC(=O)c2cncc(Br)c2)c1O,7,-1.9,99,-9,0.8,0.2,2,40,-4,-5
Cn1c(=O)c2c(nc(SCCN3CCOCC3)n2Cc2ccc(Cl)cc2)n(C)c1=O,-24,0.0,99,4,0.4,-0.4,-1,64*,8,2
COc1cccc(NC(=O)COC(=O)Cn2c(C)csc2=O)c1,2,-0.7,99,5,-0.3,0.0,1,11,0,5
COc1ccc(C(=O)NC2CCN(C(=S)NCCc3ccccc3)CC2)cc1,15,1.6,95,-4,-1.1,0.6,-2,-5,-4,1
Cc1cccc(C)c1NC(=O)N1CCC(c2nc3ccccc3o2)CC1,6,-2.2,92,2,-2.5,-0.2,-1,-4,-3,3
CCc1nc2ccc(C(=O)NCCc3ccc(OC)c(OC)c3)cc2nc1CC,14,1.4,95,3,0.1,0.0,3,2,35,-1
CC1=C(C(=O)Nc2ccccc2F)C(c2ccsc2)C2=C(CC(C)(C)CC2=O)N1 (stereo unspecified),-8,-1.7,106,1,-0.9,-0.7,2,1,-7,-2
O=C(c1ccc(F)cc1)N1CCCC(C(=O)N2CCCCC2)C1 (stereo unspecified),3,-1.4,99,5,-0.4,-0.2,2,2,-11,3
Cc1ccc(F)cc1NC(=O)CN1CCN(c2ccccn2)CC1,0,-3.1,99,3,2.0,0.0,2,2,1,1
Cn1cc(CN2CCCC(CO)(Cc3ccccc3)C2)c2ccccc21 (stereo unspecified),-2,-1.0,98,-7,-1.9,0.5,0,-2,2,5
COc1ccc(CCNC(=O)Cc2c(Cl)cccc2Cl)cc1,22,-1.9,140,-3,7.4,-0.2,-2,-3,-1,-3
O=C(O)CCc1nc(-c2ccccc2Cl)no1,10,-0.9,133,8,-1.1,-0.1,3,-2,-1,-2
CCN1/C(=C/C=C/c2oc3ccc(-c4ccccc4)cc3[n+]2CC)Oc2ccc(-c3ccccc3)cc21,11,7.5,·,3,-0.8,0.0,-9,-33,29,37*
O=C(NCc1ccccc1CN1CCCC1)c1cccc(S(=O)(=O)N2CCCC2)c1,-7,0.3,100,-9,0.3,-0.1,-2,7,-4,8
Cn1nnc(NC(=S)NC(=O)c2ccc3ccccc3c2)n1,-8,-3.1,94,-5,0.6,-0.1,-2,-8,-4,-12
C=CCC(C(=O)Oc1c(C(C)(C)C)cc(C)cc1C(C)(C)C)c1ccccc1 (stereo unspecified),3,-1.1,99,0,1.7,0.1,-3,-4,-2,-1
O=C(NCc1ccccc1)/C(=N\O)c1ccccc1,-2,-0.8,103,-2,0.5,-0.1,0,9,2,-4
